Ba/F3 V617F tox: reduce viability of Ba/F3 cells dependent on JAK2V617F. Ba/F3 EpoR-JAK2V617F viability, ATP luminescence. inhibition, % at 5.6 µM. 220,000 tested, 1.1% active;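 active means inhibition above the campaign mean plus 3 SD over all tested compounds, cut at about 24% in these data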;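 further: cytokine-independent growth of Ba/F3 cells driven by EpoR plus mutant JAK2; 0% = DMSO-treated cells and 100% = JAK inhibitor I control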
PGE2 EP2 inh: EP2 receptor (human) inhibition; P43116; 260,000 tested, 0.52% active; inhibition, % at 25 µM; C6 glioma cells expressing human EP2, cAMP TR-FRET; cells stimulated with saturating PGE2;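 active means percent inhibition above 40 after rounding to a whole number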;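 further: rat C6 glioma host cells with rolipram phosphodiesterase inhibitor present; the protocol text gives 20 µM as final concentration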
Target sequence (P43116 whole entry, looked up): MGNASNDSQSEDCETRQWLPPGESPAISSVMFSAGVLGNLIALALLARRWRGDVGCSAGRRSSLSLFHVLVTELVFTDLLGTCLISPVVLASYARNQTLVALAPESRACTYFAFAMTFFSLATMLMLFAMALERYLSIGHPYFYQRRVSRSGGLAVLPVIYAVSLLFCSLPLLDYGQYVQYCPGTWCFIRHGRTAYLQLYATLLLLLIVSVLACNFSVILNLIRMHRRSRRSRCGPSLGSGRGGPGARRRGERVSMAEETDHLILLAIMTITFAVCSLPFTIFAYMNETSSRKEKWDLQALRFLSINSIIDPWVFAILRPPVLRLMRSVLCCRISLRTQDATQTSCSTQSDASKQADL
p47phox inh: blocks human p47phox regulatory protein of NADPH oxidases; P14598; inhibition, % at 24.7 µM; 220,000 tested, 0.53% active; p47phox/p22phox peptide binding, fluorescence polarization, 2 h;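 active means inhibition above about 30%, limit read from the data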;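 further: 0% = p47phox with labelled peptide and 100% = labelled peptide alone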
Target sequence (P14598 whole entry, looked up): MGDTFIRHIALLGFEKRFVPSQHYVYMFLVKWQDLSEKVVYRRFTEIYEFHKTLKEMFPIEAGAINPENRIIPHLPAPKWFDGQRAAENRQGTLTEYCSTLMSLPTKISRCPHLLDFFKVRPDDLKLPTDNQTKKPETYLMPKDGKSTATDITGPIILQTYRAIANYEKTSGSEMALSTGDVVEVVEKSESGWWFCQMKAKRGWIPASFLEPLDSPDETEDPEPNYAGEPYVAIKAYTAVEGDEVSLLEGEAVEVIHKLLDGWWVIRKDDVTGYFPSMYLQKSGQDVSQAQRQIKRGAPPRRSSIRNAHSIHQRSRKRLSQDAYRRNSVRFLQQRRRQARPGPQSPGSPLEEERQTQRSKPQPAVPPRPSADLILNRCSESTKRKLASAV
BaF3 tox: counter-screen for JAK2V617F inhibitors: parental Ba/F3 viability inhibitors; CellTiter-Glo ATP luminescence; inhibition, % at 5.6 µM; 220,000 tested, 1.1% active; AID 1486;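 active means inhibition above a per-campaign cutoff, the mean inhibition of all tested compounds plus 3 SD, cut at about 27% in these data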;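 further: 0% = DMSO wells and 100% = JAK Inhibitor I control wells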
PPC-1+TRAIL kill: PPC-1 cancer cell killing with TRAIL present. PPC-1 cells + TRAIL, ATPLite viability luminescence. cell killing (% activity), % at 4 µM. 220,000 tested, 0.41% active. AID 1443;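 active means cell killing above 50% in the first pass at 4 µM, then a duplicate retest at 5 µM averaging 50% or more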;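 further: plate controls were cells with TRAIL plus DMSO for no effect and medium-only wells lacking cells for full effect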
Furin inh: inhibitors of human furin; P09958; purified furin, fluorogenic substrate cleavage; inhibition, % at 30 µM; 220,000 tested, 0.061% active; AID 463115; in the data active means inhibition above about 25%; further: inactives centre near -15
TbHK1 inh: T. brucei hexokinase 1 inhibition; AID 1430; recombinant TbHK1, G6PDH-coupled NADH A340; 220,000 tested, 0.11% active; inhibition, % at 10 µM;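 active means inhibition of 50% or more in the single-dose primary screen; inactive means inhibition below 50%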
p97 ATPase inh: human p97 ATPase inhibition; recombinant p97 ATPase, Kinase-Glo ATP luminescence, 3 h; inhibition, % at 8 µM; 220,000 tested, 0.42% active; in the data active means inhibition above about 15%;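 further: 0% = DMSO vehicle and 100% = wells lacking enzyme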
RBBP9 inhibitor: human RBBP9 hydrolase inhibition | 220,000 tested, 0.2% active | inhibition, % at 7.94 µM | recombinant RBBP9, FP-Rh probe fluorescence polarization | O75884;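 active means inhibition above the campaign mean of all tested compounds plus 3 SD, cut at about 14% in these data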;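 further: plate controls were DMSO wells with RBBP9 for no effect and wells lacking RBBP9 protein for full effect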
Target sequence (O75884 whole entry, looked up): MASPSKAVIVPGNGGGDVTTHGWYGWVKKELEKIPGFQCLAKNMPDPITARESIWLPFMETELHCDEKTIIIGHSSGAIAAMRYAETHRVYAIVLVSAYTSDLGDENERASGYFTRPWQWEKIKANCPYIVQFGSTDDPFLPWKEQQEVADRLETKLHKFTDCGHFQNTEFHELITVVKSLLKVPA
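Measured by – fluorescence polarization · Test system – RBBP9 protein · Input – 2.5 µM RBBP9 dispensing solution, before mixing · Measure – percent inhibition from mP, scaled between DMSO and no-protein wells · Benchmarks – DMSO-treated enzyme wells and wells lacking RBBP9 · Times – preincubation 30 min plus labeling 45 min at 25 °C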
The depositor's hits bear a star; & = joins results of further samples; [ ] = dose if it differs, or a comment. The list is partial, so the mix of outcomes need not match the whole.

Structure	Ba/F3 V617F tox	PGE2 EP2 inh	p47phox inh	BaF3 tox	PPC-1+TRAIL kill	Furin inh	TbHK1 inh	p97 ATPase inh	RBBP9 inhibitor
Cc1cc(C)c(Cn2cnc3ccccc32)c(C)c1	2	11	-2	7	-20	-25	3	-2	-2
C/C(N)=C(/C#N)C(=O)COC(=O)c1cc(-c2ccccc2)nc2ccc(Br)cc12	-2	4	-18	-1	30	-15	-5	1	-2
COc1ccc([N+](=O)[O-])cc1NC(=O)C(C)N(C)Cc1ccc(Br)cc1 (stereo unspecified)	1	12	-2	5	-1	-7	18	4	-7
CC(=O)NCc1ccc(S(=O)(=O)N/N=C/c2ccc(N(C)C)cc2)cc1	-1	3	-2	0	-1	-7	-26	6	-5
COc1ccc(/C=C/C(=O)O)cc1Cl	-1	14	-8	-3	11	-19	-5	6	-2
COC(=O)c1sc2ncccc2c1OCc1ccc(Cl)cc1	-1	5	0	-1	-2	-20	0	0	-8
c1cc(-c2cccs2)nc(-c2cccs2)c1	4	2	-10	8	11	-14	-1	2	-3
COc1ccccc1CN1CC(C(=O)NCC2CCCO2)CC1=O (stereo unspecified)	0	7	-4	3	-7	-12	4	4	0
O=C(COC(=O)CCSc1ccccc1Cl)Nc1ccc(F)cc1F	-4	9	2	1	0	-12	-2	-2	-1
Cc1ccn2cc(CC(=O)O)nc2c1	3	5	-4	8	3	-20	8	2	4
O=C(N/N=C/c1ccco1)c1ccc(NC(=O)C2CC2)cc1	-4	4	3	1	4	-7	-30	3	-3
COc1ccc2nc(SCCC(=O)O)cc(C)c2c1	1	13	-10	5	-16	-21	-7	-1	-10

Continuation.
Structure	Ba/F3 V617F tox	PGE2 EP2 inh	p47phox inh	BaF3 tox	PPC-1+TRAIL kill	Furin inh	TbHK1 inh	p97 ATPase inh	RBBP9 inhibitor
CC(C)=C1SC(N2CCN(c3ccc(C)c(Cl)c3)CC2)=NC1=O	-2	9	4	-4	1	-15	-11	3	-4
CCOc1cccc(NC(=O)C2CC(=O)NC(=Nc3ccccc3)S2)c1 (stereo unspecified)	-1	15	-5	0	2	-32[20 µM]	3	-1	-10
COc1ccc(S(=O)(=O)N2CCCC2C(=O)Nc2nc3c(s2)CCCC3)cc1 (stereo unspecified)	-3	12	0	1	14	-16[20 µM]	-3	6	4
NC(=O)c1ccc(-n2nnnc2SCC(=O)Nc2ccc(N3CCOCC3)c(Cl)c2)cc1	3	9	5	4	22	-16[20 µM]	-1	-5	-9
COc1ccc(S(=O)(=O)N2CCOCC2)cc1C(=O)Nc1nc2ccccc2s1	0	21	1	3	8	-21[20 µM]	10	3	-6
CCN(CC)S(=O)(=O)c1cccc(C(=O)N[C@H](C(=O)OCC(N)=O)C(C)C)c1	-3	12	1	5	17	-20[20 µM]	-2	6	-3
Cc1cc(C(C)(C)C)oc1C(=O)N(CC(=O)NC1CCCC1)c1cccc(C(F)(F)F)c1	3	5	-15	4	14	-32[20 µM]	4	0	-4
COCCNC(=O)CSc1nc2cc(OC)c(OC)cc2c(=O)n1CCC1=CCCCC1	-1	5	-7	-2	19	-17[20 µM]	-21	3	-4
Fc1ccccc1CSc1ncn[nH]1	-3	6	-5	-3	-7	-24[20 µM]	5	3	5
COCCN1Cc2cccc(C(=O)NCc3ccc4c(c3)OCO4)c2C1=O	1	1	4	7	20	-15	-1	3	3
Cc1ccccc1OCc1nnc(SCC(=O)O)n1Cc1ccccc1	5	14	-2	10	-1	-25	-6	0	4
CCOC(=O)CC(=O)CSc1nc(-c2ccccc2)cc(-c2ccc(Cl)cc2)c1C#N	3	8	2	10	17	-22[20 µM]	1	-1	-7

(listing goes on)
Structure	Ba/F3 V617F tox	PGE2 EP2 inh	p47phox inh	BaF3 tox	PPC-1+TRAIL kill	Furin inh	TbHK1 inh	p97 ATPase inh	RBBP9 inhibitor
CCCCN1CC(C(=O)NCc2ccc(C)cc2)CC1=O (stereo unspecified)	-1	7	-5	3	6	-24[20 µM]	0	2	12
COc1ccc(C(=O)NC(=S)NC(C)C)cc1Br	1	11	-4	8	-7	-19[20 µM]	-3	-5	-4
O=[N+]([O-])c1cccc2ccc(/C=C/c3ccc(F)cc3)nc12	0	6	-9	6	23	-13	26	4	-8
NC(=O)c1ccc(NC(=O)c2ccc3c(c2)OCO3)cc1	-5	5	-10	0	14	-17[20 µM]	-8	3	-6
COc1cc2c(c(OC)c1OC)CC(=O)N(C)CC2	0	15	-3	3	5	-18	4	3	-2
Cc1cc(C)n2nc(C(=O)Nc3cccc(S(=O)(=O)N(C)c4ccccc4)c3)nc2n1	5	2	2	-9	2	-16	4	-4	3
CC1CCCC(C)N1C(=O)CSc1nc2ccccc2s1 (stereo unspecified)	-1	2	-8	3	6	-14[20 µM]	8	0	-2
CCOC(=O)N1CCN(c2cc(C)c([N+](=O)[O-])cc2F)CC1	0	8	0	9	6	-11	-13	2	-2
O=C(c1ccco1)N1CCN(c2ncnc3scc(-c4ccc(F)cc4)c23)CC1	0	10	-7	4	11	-19[20 µM]	1	-1	-8
COCCCNC(=O)CCn1c(=O)c2ccccc2n(CC(=O)Nc2cc(Cl)ccc2C)c1=O	-4	11	-22	0	-14	-24	-2	-3	-5
CCOC(=O)N1CC=C2C(C#N)=C(N)C(C#N)(C#N)[C@H](c3cccs3)C2C1 (stereo partly specified)	1	17	-19	7	-5	-18[20 µM]	-7	4	0
O=C(CN1N=C(c2ccccc2)CCC1=O)NCCN1CCc2ccccc2C1	3	4	-13	8	-1	-10	-3	-6	-3

More results follow:
Structure	Ba/F3 V617F tox	PGE2 EP2 inh	p47phox inh	BaF3 tox	PPC-1+TRAIL kill	Furin inh	TbHK1 inh	p97 ATPase inh	RBBP9 inhibitor
Cc1cc2cc3c(cc2nc1SCc1ccc(C(=O)O)cc1)OCCO3	-3	10	-12	3	-4	-13	-16	4	-7
COCCCNc1nc2c(c(=O)[nH]c(=O)n2C)n1CC(O)COc1ccccc1 (stereo unspecified)	-2	10	8	2	-8	10[20 µM]	-1	5	-3
COc1cc(C(=O)Nc2ccc(Cl)c([N+](=O)[O-])c2)cc(OC)c1OC	-1	7	-8	10	9	-21	-3	5	-3
Cc1n[nH]c(C)c1S(=O)(=O)N1CCCC(C(=O)N2CCN(c3ccc(Cl)cc3)CC2)C1 (stereo unspecified)	0	14	-20	7	10	-29	1	2	-3
CCc1ccc2c(c1)cc(CN(C(=S)Nc1ccccc1)C1CC1)c1nnnn12	3	-4	-20	9	18	-14[20 µM]	-4	0	3
c1ccc(-c2n[nH]c(-c3ccccc3)c2-c2nc3ccccc3[nH]2)cc1	0	0	-14	4	2	-15[20 µM]	0	4	-9
O=C(NNC(=O)c1cccnc1)NC1CCCCC1	3	4	-5	4	-2	-10	9	-4	-4
CCC1CCCCN1C1Sc2ccc(C(=O)OC)cc2NC1=O (stereo unspecified)	-2	10	-10	0	19	-17	3	3	-2
CCCNCC1C(Oc2ccc(Cl)cc2Cl)C(=O)N1c1cccc(C)c1C (stereo unspecified)	2	4	-5	6	12	-5	27	-11	-14
C/C(=N/NC(=O)Cc1cccc2ccccc12)c1cccs1	3	9	-9	3	19	-10[20 µM]	-3	-1	-10
COc1ccccc1CNC(=O)COC(=O)Cc1ccsc1	0	6	-2	2	17	-21	0	7	4
Cc1nc(N2CCOCC2)nc(OCCN2CCOCC2)c1[N+](=O)[O-]	-1	8	-4	6	-12	-11	-24	0	-5

New compounds follow
Structure	Ba/F3 V617F tox	PGE2 EP2 inh	p47phox inh	BaF3 tox	PPC-1+TRAIL kill	Furin inh	TbHK1 inh	p97 ATPase inh	RBBP9 inhibitor
CCc1c(C)nn(C(=O)/C(C#N)=C\N(C)C)c1C	-1	3	1	5	-2	-19	-2	2	2
O=C(CSc1nccc(=O)[nH]1)Nc1ccc(F)c(Cl)c1	-3	5	-14	4	-8	23[20 µM]	4	5	-5
O=C(O)C1CC=CCC1C(=O)Nc1ccc(S(=O)(=O)N2CCCc3ccccc32)cc1 (stereo unspecified)	-1	5	-14	2	11	-28[20 µM]	3	1	5
CC(C)C(OC(=O)c1ccco1)C(=O)NC1CCCCC1 (stereo unspecified)	4	11	-6	5	20	-12[20 µM]	2	-6	-4
Cc1csc(NC(=O)CCn2c(=O)sc3ccccc32)n1	3	15	-7	1	7	-22	-2	0	-11
CN1CC(c2ccccc2)C2(SC(=S)N(Cc3ccco3)C2=O)C12C(=O)Nc1ccccc12 (stereo unspecified)	2	9	-10	7	18	-11[20 µM]	-4	-2	0
c1ccc(-c2noc(-c3cccnc3)n2)cc1	1	12	-5	1	22	-21[20 µM]	1	0	1
Nn1c(COc2ccccc2)nnc1SCC(=O)O	-1	16&7	2	3	11	-27	0	2	5
Cc1cc2nc(SC(C)C(=O)O)[nH]c2cc1C (stereo unspecified)	-3	15&11	-41	0	7	-30	0	4	-3
Cc1noc(C)c1C1(O)CCCCCCCCCCC1	36*	8	-1	55*	13	-13	-7	1	2
Cc1ccc(CNc2ncc(-c3ccc4c(c3)OCO4)n2C)cc1	-3	1	4	-1	-5	-17	6	2	5
COC(=O)Cc1ccc(NC(=O)C(c2ccccc2)c2ccccc2)cc1	-2	6	8	2	2	-38	0	6	-7

Compounds listed so far that have an aryl methoxy group:
Structure	Ba/F3 V617F tox	PGE2 EP2 inh	p47phox inh	BaF3 tox	PPC-1+TRAIL kill	Furin inh	TbHK1 inh	p97 ATPase inh	RBBP9 inhibitor
COc1ccc([N+](=O)[O-])cc1NC(=O)C(C)N(C)Cc1ccc(Br)cc1 (stereo unspecified)	1	12	-2	5	-1	-7	18	4	-7
COc1ccc(/C=C/C(=O)O)cc1Cl	-1	14	-8	-3	11	-19	-5	6	-2
COc1ccccc1CN1CC(C(=O)NCC2CCCO2)CC1=O (stereo unspecified)	0	7	-4	3	-7	-12	4	4	0
COc1ccc2nc(SCCC(=O)O)cc(C)c2c1	1	13	-10	5	-16	-21	-7	-1	-10
COc1ccc(S(=O)(=O)N2CCCC2C(=O)Nc2nc3c(s2)CCCC3)cc1 (stereo unspecified)	-3	12	0	1	14	-16[20 µM]	-3	6	4
COc1ccc(S(=O)(=O)N2CCOCC2)cc1C(=O)Nc1nc2ccccc2s1	0	21	1	3	8	-21[20 µM]	10	3	-6
COCCNC(=O)CSc1nc2cc(OC)c(OC)cc2c(=O)n1CCC1=CCCCC1	-1	5	-7	-2	19	-17[20 µM]	-21	3	-4
COc1ccc(C(=O)NC(=S)NC(C)C)cc1Br	1	11	-4	8	-7	-19[20 µM]	-3	-5	-4
COc1cc2c(c(OC)c1OC)CC(=O)N(C)CC2	0	15	-3	3	5	-18	4	3	-2
COc1cc(C(=O)Nc2ccc(Cl)c([N+](=O)[O-])c2)cc(OC)c1OC	-1	7	-8	10	9	-21	-3	5	-3
COc1ccccc1CNC(=O)COC(=O)Cc1ccsc1	0	6	-2	2	17	-21	0	7	4
